Assay outcomes from PubChem BioAssay.
FBW7 act: activators of human E3 ligase FBW7; normalized activity (activation), % at 26.1 µM; AID 1259310; AlphaScreen FBW7–phospho-cyclin E peptide binding, activator screen; Q969H0; 650,000 tested, 0.13% active; in the data active = normalized activity above about 1.9%;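 also: purified mutant Fbw7 with reduced substrate affinity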
Target sequence (Q969H0 whole entry, looked up): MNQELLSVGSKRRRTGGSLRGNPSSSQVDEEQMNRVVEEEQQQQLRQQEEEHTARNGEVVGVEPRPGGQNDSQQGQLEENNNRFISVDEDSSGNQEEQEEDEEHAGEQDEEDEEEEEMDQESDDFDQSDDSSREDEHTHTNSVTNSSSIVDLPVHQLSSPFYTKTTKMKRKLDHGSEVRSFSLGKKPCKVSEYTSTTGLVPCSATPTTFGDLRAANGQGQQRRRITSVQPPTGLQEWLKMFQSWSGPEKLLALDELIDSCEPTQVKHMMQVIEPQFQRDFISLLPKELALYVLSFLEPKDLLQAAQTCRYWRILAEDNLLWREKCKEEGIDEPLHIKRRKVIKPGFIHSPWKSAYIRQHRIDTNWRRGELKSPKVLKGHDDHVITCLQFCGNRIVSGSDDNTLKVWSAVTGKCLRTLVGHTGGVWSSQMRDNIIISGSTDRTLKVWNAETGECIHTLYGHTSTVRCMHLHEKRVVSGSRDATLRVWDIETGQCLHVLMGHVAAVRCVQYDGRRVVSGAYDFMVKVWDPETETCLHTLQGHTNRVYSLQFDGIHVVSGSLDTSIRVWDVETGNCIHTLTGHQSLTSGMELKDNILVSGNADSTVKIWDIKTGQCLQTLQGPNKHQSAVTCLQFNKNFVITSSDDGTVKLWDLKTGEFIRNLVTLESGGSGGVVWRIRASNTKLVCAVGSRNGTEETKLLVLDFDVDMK
MITF inh: human MITF inhibition, primary screen. 650,000 tested, 0.91% active. inhibition, % at 2.6 µM. AlphaScreen MITF homodimerization, bead proximity signal. AID 1259374; in the data active = inhibition above about 50%;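 also: 0% = vehicle wells with protein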
GPR151 ag: human GPR151 activation; 650,000 tested, 1% active; PathHunter beta-arrestin GPR151 cells, luminescence; activation, % at 11.2 µM; AID 1508602; in the data active = activation above about 4.9%;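 also: 0% = median of compound wells and 100% = cells with positive control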
Target sequence (Q8TDV0 whole entry, looked up): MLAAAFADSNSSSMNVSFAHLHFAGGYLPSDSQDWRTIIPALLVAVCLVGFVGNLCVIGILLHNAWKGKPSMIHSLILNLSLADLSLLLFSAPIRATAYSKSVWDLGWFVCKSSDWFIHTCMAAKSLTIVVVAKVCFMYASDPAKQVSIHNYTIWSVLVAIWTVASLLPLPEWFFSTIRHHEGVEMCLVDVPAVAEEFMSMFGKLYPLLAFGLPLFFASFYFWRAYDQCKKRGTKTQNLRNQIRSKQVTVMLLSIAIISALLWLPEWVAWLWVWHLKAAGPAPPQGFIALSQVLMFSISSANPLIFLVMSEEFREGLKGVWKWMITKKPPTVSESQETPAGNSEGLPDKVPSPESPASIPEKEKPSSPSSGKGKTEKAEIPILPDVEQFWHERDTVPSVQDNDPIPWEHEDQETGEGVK
TEAD-YAP block: TEAD-YAP interaction inhibition | HEK-TIYL cells, TEAD-Gal4/YAP UAS-luciferase luminescence | inhibition, % at 9.12 µM | 640,000 tested, 1.4% active; in the data active = inhibition above about 32%;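 also: 0% = median of test compound wells and 100% = reference inhibitor wells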
Starred values were filed as active, the others as inactive; nt = no result given.

SMILES | FBW7 act | MITF inh | GPR151 ag | TEAD-YAP block
COc1ccc(-c2noc(CNC(=O)c3cc(C)ccc3C)n2)cc1 | -0.2 | 1 | -1.2 | 10
Fc1ccc(CSc2nc3ncc(Br)cc3[nH]2)cc1 | 0.0 | 3 | 1.4 | -3
COc1ccc(Cc2c(O)nc(SCC(=O)NC(C)(C)C)[nH]c2=O)cc1 | 0.1 | -5 | 0.1 | 0
Nc1cc(NCCCC(=O)O)ccc1[N+](=O)[O-] | 0.2 | 10 | -0.7 | -2
Cc1[nH]c2ccccc2c1CCN1C(=O)c2ccccc2C1=O | -0.1 | 11 | 1.2 | -14
CCOC(=O)c1sc(NC(=O)COc2ccc(Cl)cc2Br)c(C(=O)OCC)c1C | -0.2 | -5 | -1.0 | -10
Cc1ccc(N2CC(NC(=O)C3CCCCC3)CC2=O)cc1C (centres undefined) | 1.1 | -11 | -0.2 | 4
N#C/C(=C/c1ccco1)c1nc2ccccc2c(=O)[nH]1 | 0.1 | 28 | 1.3 | 0
CN(C)c1ccc(N/C=C2/CCCC2=O)cc1 | -0.1 | 13 | -0.2 | 5
CCOc1ccc(NC(=O)CN2CCN(CC(=O)Nc3ccccc3F)CC2)cc1 | 0.0 | 7 | -0.5 | 10
CCN(CC)c1ccc(NC(=O)C2CC2)cc1 | -0.1 | 15 | -0.1 | -3
CN(Cc1ccccc1)CC(O)COc1ccc(CN2CCSCC2)cc1 (centres undefined) | -0.2 | -1 | 0.1 | 15
COc1ccc(NC(=O)N2CCOCC2)c(OC)c1 | 0.1 | 4 | 0.2 | 3
CC(C)(C)n1nc2c(c1NC(=O)C(c1ccccc1)c1ccccc1)CS(=O)(=O)C2 | 0.0 | -9 | -0.6 | -17
COC(=O)c1ccc(Cl)c(NC(=O)CN(c2cccc(F)c2)S(C)(=O)=O)c1 | 0.5 | 2 | -0.4 | -2
CC(C)Oc1ccc(C(=O)CCN2CCOCC2)cc1 | 0.5 | 7 | 0.2 | 11
C=CCOC(=O)/C(=C\c1ccc2c(c1)OCO2)NC(=O)c1ccccc1Cl | 0.1 | 9 | -0.8 | -50
Cc1cc(=O)oc(-c2ccccc2)c1C#N | 0.0 | -10 | -0.2 | 9
COc1cccc(C2CC(c3cccs3)=NN2S(=O)(=O)c2ccc(C)cc2)c1OC (centres undefined) | 0.0 | 5 | 1.4 | -4
COc1ccc(Cl)cc1-n1c(-c2cccc([N+](=O)[O-])c2)n[nH]c1=S | 0.0 | 17 | -0.1 | 2
CC1CCc2c(sc3ncnc(N4CC(C)OC(C)C4)c23)C1 (centres undefined) | 0.0 | 6 | -0.7 | 2
Cc1c2cnn(CC(=O)NC3CCC(C)CC3)c(=O)c2c(C)n1Cc1ccccc1 (centres undefined) | 0.5 | 17 | 1.5 | 5
Cc1oc2c(C)c(O)c(CN(C)C)cc2c(=O)c1Oc1ccccc1F | 0.2 | -17 | 4.4 | -7
CCCCNc1ncnc2c1cnn2-c1ccc(C)cc1C | 0.0 | -6 | 1.0 | -24
COC(=O)Cc1c(C)c2ccc3c(c2oc1=O)CN(CCc1ccc(OC)cc1)CO3 | 0.6 | 8 | -0.6 | 10
Cc1cc(Cl)cc(Cl)c1OCCCNCCO | -0.1 | 35 | 0.0 | 1
Cc1ccc(-c2c(C)sc3nc[nH]c(=O)c23)cc1 | -0.1 | 1 | 0.4 | -2
CC(C)C(NC(=O)c1ccc(Cl)c(S(=O)(=O)N2CCOCC2)c1)C(C)C | 0.2 | -3 | 0.1 | -7
Cc1nn(C)c(Cl)c1S(=O)(=O)Nc1ccccc1F | 0.4 | -18 | -0.9 | -6
CN(C(=O)c1ccccn1)C(Cc1ccccc1)C1CCN(C(=O)c2cnsn2)CC1 (centres undefined) | -0.1 | 3 | 0.3 | -4
COC(=O)c1[nH]c2ccc(OC)cc2c1C | 0.0 | 3 | 0.5 | -23
Cc1ccc(Oc2ccc(NC(=O)c3cccs3)cc2)nn1 | 0.0 | -15 | -0.4 | -31
Cc1cc(NC(=O)c2ccccc2C(=O)O)no1 | -0.1 | 9 | -1.4 | -5
Cc1ccccc1NC(=O)CSCc1nc2c(nnn2Cc2ccc(F)cc2)c(=O)[nH]1 | -0.1 | 10 | 0.3 | 4
COC(=O)c1ccc(C(=O)OC)c(NC(=O)/C=C/c2cccs2)c1 | -0.1 | 2 | 0.9 | 7
Cc1nn(-c2ccc(N3CCN(C(=O)c4cccs4)CC3)nn2)c(C)c1C | 0.0 | -10 | 0.8 | 13
CSCCC(=O)N(C)C(Cc1ccc(F)cc1)C1CCN(Cc2cnn(C)c2C)CC1 (centres undefined) | -0.1 | 11 | -0.4 | 3
Cn1ncc2c(NCCO)nc(Nc3ccc(Br)cc3)nc21 | 0.8 | 20 | 2.4 | 2
Cc1ccc(C)c(N2CCN(C(=O)CCCOc3cc(=O)n(C)c4ccccc34)CC2)c1 | 0.1 | 19 | -0.8 | 10
CCOC(=O)C1=C(O)/C(=C/c2cc(C)n(-c3ccccc3)c2C)N=C1C | 0.0 | 10 | 0.8 | 9
Cc1ccc(OC(=O)c2ccc(C)c(Br)c2)c(-n2nc3ccccc3n2)c1 | -0.2 | -7 | 1.4 | -3
CC(C)c1ccc(NC(=O)C2C3C=CC4(CN(CCCN5CCOCC5)C(=O)C24)O3)cc1 (centres undefined) | -0.1 | 4 | 0.3 | 1
CN1c2c(ccc3ccccc23)C(C)(C)C12C=Cc1cc([N+](=O)[O-])ccc1O2 (centres undefined) | -0.1 | 5 | 4.5 | 21
COc1ccc(C(=O)n2nnc3ccccc32)cc1I | 0.2 | 7 | 3.7 | 10
CCC(C)NC(=O)Cn1c(=O)n(-c2ccc(OC)cc2OC)c(=O)c2ccccc21 (centres undefined) | 0.2 | 7 | -0.5 | 6

Complete entries as entered above. Order of values: FBW7 act, MITF inh, GPR151 ag, TEAD-YAP block
CC(C)c1ccc(NC(=O)C2C3C=CC4(CN(CCCN5CCOCC5)C(=O)C24)O3)cc1 (centres undefined) in the list: -0.1, 4, 0.3, 1
COC(=O)c1ccc(C(=O)OC)c(NC(=O)/C=C/c2cccs2)c1 in the list: -0.1, 2, 0.9, 7
CN1c2c(ccc3ccccc23)C(C)(C)C12C=Cc1cc([N+](=O)[O-])ccc1O2 (centres undefined) in the list: -0.1, 5, 4.5, 21
Cc1ccc(C)c(N2CCN(C(=O)CCCOc3cc(=O)n(C)c4ccccc34)CC2)c1 in the list: 0.1, 19, -0.8, 10
CCOC(=O)C1=C(O)/C(=C/c2cc(C)n(-c3ccccc3)c2C)N=C1C in the list: 0.0, 10, 0.8, 9

(continued)
SMILES | FBW7 act | MITF inh | GPR151 ag | TEAD-YAP block
Cc1ccc(C)c(NC(=O)CCOc2ccccc2)c1 | 0.7 | 11 | 0.4 | -1
O=C(O)c1ccc2nc(-c3cccc([N+](=O)[O-])c3)[nH]c2c1 | -0.1 | 11 | -8.9 | -28
COc1ccc(/C=N/NC(=O)c2cccc([N+](=O)[O-])c2)c2ccccc12 | -0.1 | -1 | 2.8 | -7
CCc1cccc(NC2CC(=O)N(c3ccc(Cl)cc3)C2=O)c1 (centres undefined) | 0.1 | 14 | -0.2 | 6
COCCCN1C(=O)c2ccc(C(=O)Oc3ccc(C(C)(C)C)cc3)cc2C1=O | 0.5 | 8 | 5.2* | 3
O=C(Cc1ccccc1)Nc1cc(-c2ccnc(Nc3ccc(N4CCOCC4)cc3)c2)nn1CCc1ccccc1 | -0.2 | 18 | 0.9 | 22
Fc1ccc(C2C=C(c3cccs3)Nc3nnnn32)cc1 (centres undefined) | -0.1 | -5 | 1.0 | 4
C/C(=N\NC(=O)c1nnn(-c2nonc2N)c1C)c1ccc(F)cc1F | 0.0 | 13 | -1.1 | -4
CCNC(=O)c1c(C)c(C(=O)OCC)n(CC)c1C | 0.2 | -2 | -0.1 | -8
CCOC(=O)c1sc(NC(=O)c2ccc(OCC)cc2)c(C(=O)OCC)c1C | 0.5 | 1 | 1.4 | -4
Cc1cccc(-n2cnc3cc(C(=O)NC4CCCCCC4)ccc32)c1 | -0.1 | 6 | 0.2 | 8
Cc1cccc(/C=N/NC(=O)c2cnccn2)c1 | -0.2 | 1 | 1.1 | -29
CCOC(=O)C1=C(N)N(c2cccc([N+](=O)[O-])c2)C2=C(C(=O)CCC2)C1c1ccc(OC)c(O)c1 (centres undefined) | 0.0 | 18 | 0.9 | 3
O=C(NCCC1=CCCCC1)c1ccc(Sc2ccc(Br)cc2)c([N+](=O)[O-])c1 | -0.1 | 3 | -0.8 | -2
C=CCN1C(=O)S/C(=C/c2cccn2-c2cccc([N+](=O)[O-])c2)C1=O | -0.1 | 3 | -1.1 | -1
CCC(=O)Nc1ccc(S(=O)(=O)NC(C)C)cc1 | -0.5 | -7 | 0.0 | -3
O=C(O)CC1NC(=O)N(c2ccc(Cl)cc2)C1=O (centres undefined) | 0.0 | 0 | 0.1 | -5
CCOc1ccccc1/C=C(/NC(=O)c1ccccc1)C(=O)O | 0.6 | 3 | -0.9 | -39
CCCC1=NN(C(=O)COc2ccc(Cl)c(C)c2)C(O)(C(F)(F)F)C1 (centres undefined) | 0.4 | 8 | 0.1 | -8
CCN(c1ccc(OC)cc1)S(=O)(=O)c1nnc(NC(=O)CC(C)C)s1 | 0.2 | 7 | -0.9 | 4
CCOc1ccc(CC(=O)Oc2coc(CSc3nc(C)cc(C)n3)cc2=O)cc1 | -0.1 | -4 | -0.3 | -1
O=C(NCc1ccccn1)C(=O)Nc1ccc(F)cc1 | 0.0 | -6 | -0.6 | -44
COC(c1ccc2c(c1)CN(C(=O)c1cn3ccsc3n1)CCO2)C1CCCCC1 (centres undefined) | -0.2 | 4 | 3.5 | 2
CCCCOc1ccc(C2c3c(oc4ccccc4c3=O)C(=O)N2c2nnc(C)s2)cc1 (centres undefined) | 0.0 | 7 | 1.4 | 9
C/C(=N/NC(=O)c1ccc2c(c1)OCO2)c1ccc(NC(=O)C(F)(F)F)cc1 | 0.5 | -14 | 0.8 | -11
CCCNC(=O)CCn1c(-c2ccc(OC)cc2)cc(C(C)=O)c1C | 0.0 | 2 | 0.0 | 2
CCOc1ccccc1-n1nc(C)c(-c2ccccc2)c1N | 0.0 | 1 | 1.2 | -4
O=C(O)C1CCCCC1C(=O)NCCc1ccc(Cl)cc1 (centres undefined) | 0.8 | 28 | -0.6 | 1
O=C(CC1C(=O)N(c2ccc(F)cc2)C(=S)N1CCc1ccc(Cl)cc1)Nc1ccccc1 (centres undefined) | -0.1 | 3 | -0.6 | -17
CC(=O)Nc1ccc(NC(=O)Cn2cnc3c(cnn3-c3ccc(C)c(C)c3)c2=O)cc1 | 1.2 | 13 | 0.2 | 7

Five entries from above, sorted by SMILES length, lowest first:
SMILES | FBW7 act | MITF inh | GPR151 ag | TEAD-YAP block
CCC(=O)Nc1ccc(S(=O)(=O)NC(C)C)cc1 | -0.5 | -7 | 0.0 | -3
CCOc1ccccc1-n1nc(C)c(-c2ccccc2)c1N | 0.0 | 1 | 1.2 | -4
CCCC1=NN(C(=O)COc2ccc(Cl)c(C)c2)C(O)(C(F)(F)F)C1 (centres undefined) | 0.4 | 8 | 0.1 | -8
COC(c1ccc2c(c1)CN(C(=O)c1cn3ccsc3n1)CCO2)C1CCCCC1 (centres undefined) | -0.2 | 4 | 3.5 | 2
C/C(=N/NC(=O)c1ccc2c(c1)OCO2)c1ccc(NC(=O)C(F)(F)F)cc1 | 0.5 | -14 | 0.8 | -11

Remaining list, next part.
SMILES | FBW7 act | MITF inh | GPR151 ag | TEAD-YAP block
CCCCc1ccc(NC(=O)COc2ccc(Cl)cc2Cl)cc1 | 0.1 | 4 | -1.1 | 14
O=C(Cc1ccc(Cl)cc1)N/N=C/c1ccc(O)cc1 | 0.0 | -14 | 0.2 | 4
COC(=O)Cc1c(C)nc2nc(NCc3cccc(OC)c3)[nH]n2c1=O | 0.9 | 3 | -0.5 | 6
CCOC(=O)c1c(NC(=O)C(C)Sc2nnc(CNC(=O)c3ccco3)n2C)sc2c1CCC2 (centres undefined) | -0.1 | -8 | 0.3 | 7
O=c1ccc2cc(S(=O)(=O)N3CCN(c4ccccc4F)CC3)ccc2[nH]1 | 0.3 | -6 | 0.5 | 8
CCn1cc2c(n1)C(=O)N(c1ccccc1)C1c3ccc(OC)c(OC)c3C(=O)N21 (centres undefined) | 0.3 | 13 | -1.8 | 21
CCSc1nc2ccc(NC(=O)CSc3nnc(-c4ccccc4)n3-c3ccccc3)cc2s1 | -0.1 | 4 | 1.6 | 6
CN(CC(=O)O/N=C(\N)c1ccc(Br)cc1)S(=O)(=O)c1ccccc1 | 0.1 | 9 | 2.5 | 3
C[C@@H]1CC[C@H]2C(=O)O[C@@H](Cc3ccccc3)CN2[C@H]1c1ccc(Br)cc1 | -0.1 | 7 | 1.4 | nt
CCOc1cc(CN2CCSCC2)ccc1OC | 0.0 | 5 | 0.0 | 7
CC(=O)NCCc1ccc(S(=O)(=O)NCCc2ccc(Cl)cc2)cc1 | 0.3 | 19 | -2.0 | 3
O=C(CCCc1ccccc1)Nc1ccc(S(=O)(=O)NCC2CCCO2)cc1 (centres undefined) | 0.1 | 16 | 0.0 | 10
COC(=O)c1ccc(C)c(NS(=O)(=O)c2cccs2)c1 | -0.2 | -3 | 0.7 | 4
NC(=O)C1CCN(c2nc(-c3ccccc3)nc3ccccc23)CC1 | 0.1 | 7 | -1.0 | 6
COc1ccc(C(=O)Nn2c(SCC(=O)Nc3ccc(C)cc3)nc3ccccc3c2=O)cc1 | -0.1 | -5 | -1.4 | 88*
O=C(NCC1CCCO1)c1ccc(F)c2ccccc12 (centres undefined) | -0.1 | -8 | -1.7 | -8
Cn1ccnc1SCc1cc(=O)c(OC(=O)c2ccco2)co1 | -0.1 | 18 | 1.5 | -8
